G9a block – inhibitors of human histone lysine methyltransferase G9a | AID 504332 | Potency, µM (titrated, usually from 102 µM), for the others: top-dose activity, negative = inhibition, hits mostly inhibitors | G9a H3K9 monomethylation, AlphaScreen, 2 h | Q96KQ7 | hit rate 8.8% among 350,000; further: potency means the concentration at half of the fitted maximal effect; on the % scale 0 is the no-effect control and ±100 the full control effect; nearly all actives have a fitted effect of over 75% in size
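Quantitative HTS format: methyltransferase activity on a biotin-tagged H3K9 peptide is measured by AlphaScreen, using a rabbit anti-monomethyl-H3K9 antibody with streptavidin donor and anti-IgG acceptor beads. Final levels are 20 nM enzyme, 500 nM peptide, 20 uM SAM; 2 h RT.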
ERG-DNA inh – ERG Ets/DNA interaction inhibition | fluorescence polarization, His-ERG Ets domain / labelled DNA | Potency, µM (top dose mostly 76.9 µM), inactives show at the top dose FP activity, negative = inhibition, hits mostly inhibitors | hit rate 0.028% among 370,000 | AID 624246; active means well fitted inhibition curve with a large enough effect in the polarisation, with a control signal flat; inconclusive means small, poorly fitted or top-dose-only effect, or effect the other way, or a change in a side signal; inactive means no such curve, though single readings can be large or run the other way; the % refers to the polarisation;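 further: polarization taken with two DNA probes labelled with fluorescein and Texas red; potency means the concentration at half of the fitted maximal effect; % of control where 0% means no effect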
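His-tagged ERG Ets domain (1 uM in the protein solution; 300mM KCl, 50mM Tris-HCl, 1mM EDTA, 1mM DTT, pH 7.5) received compound, then a probe mix of 5 nM fluorescein-DNA and 100nM Texas-615-DNA. Fluorescence polarization was read for both dyes.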
BAZ2B inh – blocks human BAZ2B; Q9UIF8; AlphaScreen BAZ2B-H3K14Ac peptide displacement; Potency, µM (doses to about 114 µM), for inactives: at the top dose activity change, negative = inhibition, hits mostly inhibitors; hit rate 4.4% among 360,000; AID 504333; further: potency means the concentration at half of the fitted maximal effect; on the % scale 0 is the no-effect control and ±100 the full control effect; nearly all actives have a fitted effect of over 60% in size
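Complex of BAZ2B and biotin-H3K14Ac (50 nM apiece) forms over 30 min at RT, then faces library compounds up to 110 uM for another 30 min; AlphaScreen beads added, 20 min dark incubation, luminescence read.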
GLS inh – glutaminase GLS (human) inhibition. hit rate 0.21% among 410,000. GLS enzymatic activity, qHTS titration. O94925. Potency, µM (titrated, usually from 45.5 µM), without a hit: at the highest dose activity change, negative = inhibition, hits mostly inhibitors. AID 624170; further: potency means the concentration at half of the fitted maximal effect; on the % scale 0 is the no-effect control and ±100 the full control effect
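Enzyme dispensed in phosphate buffer (45 mM, pH 8.2, 0.02% Tween-20), compounds pinned in, then 1 mM L-glutamine solution and the glutamate oxidase–HRP–Amplex Red mix added; fluorescence read immediately and again after 30 min at room temperature.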
RGS4 inhibitor – inhibitors of human regulator of G protein signaling 4 | P49798 | Transcreener GDP fluorescence polarization, RGS4-accelerated GTP hydrolysis | Potency, µM (titrated, usually from 114 µM), inactives show at the top dose activity change, negative = inhibition, usual class: inhibitors | hit rate 0.039% among 390,000 | AID 504845; further: potency means the concentration at half of the fitted maximal effect; on the % scale 0 is the no-effect control and ±100 the full control effect; nearly all actives have a fitted effect of over 75% in size; some results filed as inactive show a strong effect at the top dose
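MLSMR compounds (23 nl, pin-transferred) preincubated 10 min at room temperature with a 500nM (2x) first reagent, then RGS4 at 900nM (2x) plus Transcreener GDP mix added; fluorescence polarization (620/688 nm) read before and after 90 min at 30 °C.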
ALOX12 inh – inhibitors of human 12S-lipoxygenase ALOX12. hit rate 1.1% among 580,000. Potency, µM (top dose mostly 108 µM), without a hit: top-dose activity change, negative = inhibition, hits mostly inhibitors. purified 12hLO, xylenol orange hydroperoxide absorbance. AID 1671190; further: potency means the concentration at half of the fitted maximal effect; on the % scale 0 is the no-effect control and ±100 the full control effect
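Purified human 12hLO at 150 nM in 25 mM Hepes, 0.01% Triton X-100, pH 7.0, preincubated 15 min at room temperature with compound. Reaction started with 40 uM arachidonic acid, 30 min at room temperature. Hydroperoxide measured by Fe-xylenol orange, 573/405 nm absorbance ratio.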
HP1b binding inh – inhibitors of HP1-beta chromodomain binding to methylated histone tails | hit rate 0.56% among 390,000 | P83916 | AlphaScreen HP1-beta / biotin-H3K9me3 peptide binding | Potency, µM (doses to about 114 µM), inactives show at the highest dose activity change, negative = inhibition, hits mostly inhibitors | AID 540317; further: potency means the concentration at half of the fitted maximal effect; nearly all actives have a fitted effect of over 70% in size; inactives centre near 23
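HP1-beta protein (50 nM final) preincubated 30 min at room temperature with biotinylated H3(1-18)K9me3 peptide (50 nM) in PBS pH 7.4, 0.01% Tween-20, then compound added for 30 min. AlphaScreen streptavidin donor/nickel chelate acceptor beads (10 ug/mL final), 30 min dark, luminescence read.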
JMJD2A Tudor – blocks the human JMJD2A Tudor domain; O75164; AlphaScreen JMJD2A-Tudor / H3K4me3 peptide binding; Potency, µM (top dose mostly 114 µM), for inactives: at the highest dose activity change, negative = inhibition, hits mostly inhibitors; hit rate 4.4% among 390,000; further: potency means the concentration at half of the fitted maximal effect; on the % scale 0 is the no-effect control and ±100 the full control effect; nearly all actives have a fitted effect of over 50% in size
PI4K2A block – blocks human PI4K2A kinase activity | hit rate 0.13% among 420,000 | Q9BTU6 | AID 1346378 | activity change, negative = inhibition, % at 76.9 µM | purified PI4K2A, ADP-Glo luminescence, 1 h; hits give low values; in the data active means activity change below about -50%; inconclusive means mostly about -30% to -49%;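 further: -100% = wells without enzyme as full effect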
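Compounds are screened against recombinant PI4K2A using PI as substrate and ATP, the latter dispensed at 300 microM. Reactions run one hour at ambient temperature before ADP-Glo detection; full inhibition defined by wells lacking enzyme.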
Starred values were filed as active, the others as inactive; ? = inconclusive; . = not tested or not shown; & = joins results of further samples; [ ] = remark or other dose. Unless noted, the call rests on the fitted dose curve; in most records, active means well fitted curve in the direction sought with a large enough effect; inconclusive means small, poorly fitted or top-dose-only effect, or another doubt; inactive means no such curve, though single readings can be large; an effect the other way counts as inactive or inconclusive. Only part of the results is shown; the hit share may differ from the screen's.

compound	G9a block	ERG-DNA inh	BAZ2B inh	GLS inh	RGS4 inhibitor	ALOX12 inh	HP1b binding inh	JMJD2A Tudor	PI4K2A block
O=C(NCCc1ccc(Cl)cc1)c1cccc(NC2=NC3CS(=O)(=O)CC3S2)c1 (stereo unspecified)	3%	-4%	6%	1%	-2%	3%	35%	-10%	-3
CCOP(=O)(OCC)C(C)(C)NC(=O)c1cc([N+](=O)[O-])cc([N+](=O)[O-])c1	10%	-6%	6%	0%	-5%	-57%	62%[activator]	-6%	-1
Cc1nc2ccccc2c2c1CC(C)S2 (stereo unspecified)	.	-9%	-10%	-6%	13%[11.4 µM]	4%	75%[activator]	-3%[11.4 µM]	-2
CNCc1ccccc1Sc1ccc(OC)c(OC)c1	-7%[59 µM]	-4%	-1%	0%	-20%	?	34%	-7%	3
CC(=O)OC(COc1ccccc1)Cn1cnc2cc(C)c(C)cc21 (stereo unspecified)	-5%[59 µM]	-5%&-1%	?	-4%&-1%	-2%&20%	?	25%&15%	-16%&-26%	-8&-4
CC1CN(C(=O)c2ccc(Br)c(S(=O)(=O)N3CCOCC3)c2)CC(C)O1 (stereo unspecified)	9%[12.7 µM]	-3%	-2%	1%	-5%	25%	38%[activator]	16%	10
CCN(CC)c1cc(NC2CCCCC2)c2c3c(onc13)-c1ccccc1C2=O	7.1µM*	1%	3.5µM*	-13%	?	21%	7.9µM*	8.9µM*	-16
COc1ccc(CCNC(=O)Cn2nc(-c3ccc(Cl)cc3)ccc2=O)cc1OC	-4%[59 µM]	-1%	0%	-4%	8%	-1%	6%	-21%	1
COc1ccccc1NC(=O)COc1ccc2c(c1)OCO2	1%	17%	-16%	-20%	-16%	17%	46%[activator]	-21%	-9
CC(Nc1[nH]c(=O)n(C)c(=O)c1N=O)c1ccccc1 (stereo unspecified)	?	-6%	?	11%	5%	?	21%	-11%	-3
Cc1cc(NC(=O)C2CCCCC2)nc2c1c(=O)oc1ccccc12	15%[12.7 µM]	3%	9%[57.1 µM]	3%	-42%	2%	40%[activator]	6%	-12
COc1ccc(C(CNC(=O)C(CCSC)NC(=O)c2ccccc2OC)N2CCCCC2)cc1 (stereo unspecified)	32µM*	7%	-26%	-3%	-4%	11%	5%	-22%	3
Oc1c(C(c2ccccc2)N2CCC3(CC2)OCCO3)sc2nc(-c3ccco3)nn12 (stereo unspecified)	-2%[59 µM]	0%	-20%	-1%	10%	-24%	6%	-19%	46
COc1ccc(C(=O)NCc2nnc(SCC(=O)Nc3ccc(F)cc3)n2-c2ccccc2)cc1	-28%[59 µM]	?	-5%	-9%	14%	-7%	38%[activator]	-18%	4
CC(Oc1cccc(Cl)c1)C(=O)Nc1cc(S(=O)(=O)N2CCOCC2)ccc1N1CCCCC1 (stereo unspecified)	-9%	-5%	-4%	6%	-14%	0%	16%	-7%	-2
COc1ccc(Cc2nnc(Nc3ccc(C)cc3C)[nH]c2=O)cc1	-4%	-12%	-19%	20%	36%	-18%	12%	-3%	7
Cc1ccn2nc(C(=O)OCC(=O)N(CC(C)C)C3CCS(=O)(=O)C3)nc2n1 (stereo unspecified)	13%[2.33 µM]	7%	12%	-4%	1%	360%[activator]	40%[activator]	-14%	6
COc1cc2ccccc2cc1C(=O)NC1CCCC1	.	13%	.	13%	1%	-14%	35%	-3%	-3
Cc1cc(C)nc(NC(=O)CSc2nc3ccccc3s2)n1	1%	-1%	-5%	-1%	-3%	15%	24%	-3%	1
CCc1nnc(NC(=O)CSc2nnc(Cc3cc(=O)[nH]c(=O)[nH]3)n2-c2cccc(OC)c2)s1	-7%	6%	.	0%	-11%	0%	28%	6%	1
C=CCNc1ncnc2c1cnn2-c1ccc(Cl)cc1	-5%	-7%	8%	?	?	?	-11%	?	-3
CCOc1ccc2ccccc2c1C1NC(=O)N(C)C(C)=C1C(=O)OCCOC (stereo unspecified)	25%	7%	-8%[57.1 µM]	9%	3%	-7%	27%	2%	-3
N=c1n(-c2ccccc2)c(O)cc(=O)n1-c1ccccc1	6%[0.0925 µM]	6%	-1%	17%	-13%	-6%	20%	-30%	-3
C=CCNC(=O)N1C2=NC(C(=O)OC)=C(C(=O)OC)[C@@H]3N(Cc4ccccc4)c4ccccc4[C@]23C[C@H]1C(=O)OC	.	15%	.	-4%	-8%	-22%	12%	-27%	0
CSc1ncc(C(=O)N2CCN(c3ccc(Cl)cc3)CC2)c(C)n1	1%[59 µM]	6%	23%	5%	-3%	-22%	10%	-16%	4
Cc1ccc(C(=O)NCc2ccc(F)cc2)s1	.	2%	.	-5%	-11%	134%[activator]	33%	0%	-1
CC(C)NC(=O)C(C)n1cccc1C(=O)c1ccccc1 (stereo unspecified)	9%[0.0925 µM]	-5%	6%	-1%	-11%	0%	24%	10%	-3
CCOC(=O)c1c(C)oc2c1cc(NS(=O)(=O)c1ccc(C)cc1)c1ccccc12	21%[59 µM]	-9%	6%	-3%	1%	-12%	20%	-7%	8
Cc1ccc(NC(=O)c2oc3ccc(S(=O)(=O)N(C)C4CCCCC4)cc3c2C)cc1Cl	-2%[59 µM]	6%	1%	5%	2%	-6%	10%	-14%	-1
CCOC(=O)CNC(=O)Nc1nnc(-c2ccc(OCC)cc2)o1	14%[59 µM]	6%	-92%	-1%	-8%[56.9 µM]	0%	51%[activator]	-21%[57.1 µM]	1
Cc1ccc(F)c([C@H]2[C@@H]3C=CCC[C@@]3(C)C(=O)N2Cc2ccccc2)c1	26%[59 µM]	0%	-2%	8%	12%	?	35%	-2%	0
C=CCOc1ccc(CNCCc2ccc(S(N)(=O)=O)cc2)cc1	-2%	-3%	-7%	2%	24%	?	13%	-12%	1
CCOc1ccc(C(C)=O)cc1COC(=O)CCc1cc(OC)c(OC)c(OC)c1	-9%	6%	2%	-9%	3%	?	25%	-3%	3
CC(=O)c1c[nH]c(C(=O)NCc2cccc(C(F)(F)F)c2)c1	-9%	1%	-5%	14%	-1%	13%	37%	1%	-2
O=C(CN1CCN(c2ccc(F)cc2)CC1)c1ccc2c(c1)OCO2	32µM*	11%	-24%	18%	-17%	7%	31%	-28%	4
COc1c(Cl)cc(C(=O)N(Cc2ccccc2F)C2CCS(=O)(=O)C2)cc1Cl (stereo unspecified)	4%[59 µM]	4%	-10%	-1%	-4%	-9%	35%	-16%	-1
COC(=O)c1cn(C(C)C(=O)NCc2ccco2)c2ccccc12 (stereo unspecified)	-36%[12.7 µM]	1%	-29%	8%	-1%	0%	30%	-9%	-1
Cc1cc(NC(=O)CCCS(=O)(=O)c2nc(-c3cccs3)cc(C(F)(F)F)n2)no1	50µM*	-1%	-4%	-1%	?	-23%	84%[activator]	-12%	1
COc1ccc(S(=O)(=O)NC2CCCCC2)cc1C(=O)N1CCCCC1	29%	-5%	-2%	9%	-4%	-1%	23%	7%	-10
CCN(CC)CCCNC(=S)N1CCn2c(nc3ccccc32)C1	-17%[59 µM]	5%	10%	110%[activator]	12%	3%	8%	-8%	3
Cc1cc(N2CCOCC2)nc(-c2ccc([N+](=O)[O-])cc2)n1	7%	2%	-18%[57.1 µM]	6%	12%	-2%	2%	-26%	2
CC(C)CNC(=O)C(=O)Nc1c2c(nn1-c1ccccc1)CS(=O)(=O)C2	?	1%	-28%	-13%	5%	-13%	-20%	?	0
O=C(/C=C/c1cccc(Cl)c1)Nc1ccncc1	.	-7%	-2%	4%	-4%	-4%	31%	-15%	0
O=C(/C=C/c1cccs1)N1CCC2(CC1)Oc1ccc(F)cc1C(=O)C21CC(c2ccc(Cl)cc2)=NO1 (stereo unspecified)	30%[59 µM]	-2%	-9%	-4%	-24%	1%	27%	-25%	-4
COC(=O)c1ccc(NC(C)=O)o1	72%[activator][12.7 µM]	-1%	-1%	5%	14%	0%	10%	1%	7
COc1ccc(CN2CCCCCC2)cc1OC	.	3%	.	-10%	-15%	2µM*	-23%	?	3
Cc1cc(C)n2nc(SCC#N)nc2n1	-6%[59 µM]	1%	3%	-2%	-27%	11%[57.4 µM]	46%[activator]	-8%	3
CC1CCCN(Cc2nc3c(c(=O)n(C)c(=O)n3C)n2Cc2c(F)cccc2Cl)C1 (stereo unspecified)	?	-4%	-11%	-2%	2%	13%&26%	12%	-18%	-5
O=S(=O)(Nc1cccc2ncccc12)c1cccc(C(F)(F)F)c1	1%[2.33 µM]	9%	-9%	3%	0%	?	19%	-32%	2
CC1(C)NC(=O)N(CCCCOc2cccc(C(F)(F)F)c2)C1=O	-5%[59 µM]	-10%	4%	5%	9%	1%	15%	-8%	3
O=C(Nc1nnc(CCN2CCCCC2)s1)c1ccc(Br)cc1	7%[59 µM]	0%	-1%	0%	0%	-13%	7%	-13%	6
Cc1cc(C(=O)COC(=O)c2ccc(Br)o2)c(C)n1C	?	-15%	?	2%	0%	1%	-30%	?	-2
C=CCC[C@H](Cc1ccc(F)cc1)C(=O)OC[C@@H](Cc1c[nH]c2ccccc12)NC(=O)[C@H](CC=C)CC(=O)NCCO	.	-17%	.	1%	-3%	?	6%	-33%	2
